Screens from PubChem BioAssay.
Xi reactivation: reactivates the inactive X chromosome in mouse fibroblasts | XiGFP mouse fibroblasts, % GFP-positive cells imaging, 3 d; cells co-treated with 5-aza-dC sensitizer; scaled so ellipticine positive control = 100% | activation, % at 7.58 µM | 360,000 tested, 0.055% active;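 active means mean normalized replicate activation at least 10% and every replicate at or above 10%; inconclusive means only one of the two criteria met; inactive means mean below 10% and not all replicates reach 10%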;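 further: 0% = median of on-plate neutral control wells and 100% = ellipticine 6 µM median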
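Assay system: SV40-immortalized XiGFP fibroblast cells, line 68-5-11; buffer or medium: DMEM plus 5-aza-dC sensitizer; compound: one concentration, pinned; timing: compounds 3 days, fix/stain 15 min at room temperature; benchmarks: positive control ellipticine, 6 µM final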
EWS-Fli block: EWS/Fli transcriptional activity inhibition | A673 NR0B1-luciferase reporter, viability-normalised | inhibition, % at 12.6 µM | 350,000 tested, 0.67% active | AID 651661;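 active means mean inhibition of at least 50% after viability correction, with every replicate also passing that limit; inconclusive means mean reaches 50% but only one of two replicates passes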;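 further: firefly luciferase signal divided by Alamar Blue viability fluorescence both relative to DMSO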
CFTR F508del cor: CFTR F508del correction in bronchial cells; CFBE cells, YFP halide quenching; stimulated with forskolin plus potentiator P3; % fluorescence drop versus neutral controls; activity (quench increase), % at 7.58 µM; 350,000 tested, 0.36% active; AID 720511;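 active means mean added fluorescence quench of at least 8% versus neutral control, with both replicates also reaching 8%; inconclusive means only one of the mean or replicate conditions met; inactive means mean below 8% and not both replicates reaching 8%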;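 further: cells transiently co-express mutant CFTR-F508del with the halide-sensitive YFP; corrector assay measuring rescue of mutant channel to the surface after 24 h compound exposure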
DENV2 CPE rescue: inhibitors of DENV2 cytopathic effect; DENV2-infected cells, cytopathic effect rescue, plate reader; CPE inhibition, % at 9.99 µM; 350,000 tested, 1.7% active; in the data active means CPE inhibition above about 20%, passing the limit was not always enough; inconclusive means no clear call, values can overlap the other calls; tested in BHK-21 cells;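 further: 0% = median of neutral control wells and 100% = median of positive control wells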
ARNT TACC3 PPI: ARNT/TACC3 interaction disruption. Q9Y6A5. AlphaScreen His-ARNT PAS-B/GST-TACC3 binding, luminescence; TACC3 fragment carries E629A point mutation. inhibition, % at 9.99 µM. 390,000 tested, 0.66% active;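 active means mean inhibition of replicates at least 50% and at least half of replicates each reaching 50%; inconclusive means half or more replicates reach 50% but mean below 50%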;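 further: 0% = complete ARNT plus TACC3 wells and 100% = ARNT alone without TACC3; many hits fall short of the cut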
PAX8 reporter: PAX8 transcriptional activity inhibition; RMG-I TPO-luciferase reporter, SteadyGlo, 24 h; inhibition, % at 12.6 µM; 360,000 tested, 1.2% active; AID 652154;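 active means mean replicate inhibition at least 60% with every replicate also reaching 60%; inconclusive means only one of the two criteria is met; inactive means mean below 60% and not all replicates reaching 60%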;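 further: luciferase light reporting Pax8 driven TPO promoter activity; plate controls were median of neutral control wells for no effect and mitoxantrone controls for full effect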
INS-1E GSIS act: primary screen for activators of insulin secretion dependent on glucose, INS-1E cells, GLuc reporter luminescence; INS-1E GLuc reporter insulin secretion, 2-3 h; activation, % at 16.6 µM; 370,000 tested, 0.61% active;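 active means lowest replicate activation of at least 40%, so every replicate reaches that level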;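 further: 0% = median of neutral control wells and 100% = median of IBMX positive control wells; some compounds called inactive have numbers as strong as hits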
ERp5 inh: blocks human ERp5 reductase activity on insulin; Q15084; ERp5 insulin aggregation, absorbance 650 nm, 90 min; inhibition, % at 9.99 µM; 350,000 tested, 0.05% active;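 active means mean replicate inhibition above about 25%, with every replicate also reaching it, limit read from the data, passing the limit was not always enough; inconclusive means only one of those two criteria met; inactive means neither criterion met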
Target sequence (Q15084 whole entry, looked up): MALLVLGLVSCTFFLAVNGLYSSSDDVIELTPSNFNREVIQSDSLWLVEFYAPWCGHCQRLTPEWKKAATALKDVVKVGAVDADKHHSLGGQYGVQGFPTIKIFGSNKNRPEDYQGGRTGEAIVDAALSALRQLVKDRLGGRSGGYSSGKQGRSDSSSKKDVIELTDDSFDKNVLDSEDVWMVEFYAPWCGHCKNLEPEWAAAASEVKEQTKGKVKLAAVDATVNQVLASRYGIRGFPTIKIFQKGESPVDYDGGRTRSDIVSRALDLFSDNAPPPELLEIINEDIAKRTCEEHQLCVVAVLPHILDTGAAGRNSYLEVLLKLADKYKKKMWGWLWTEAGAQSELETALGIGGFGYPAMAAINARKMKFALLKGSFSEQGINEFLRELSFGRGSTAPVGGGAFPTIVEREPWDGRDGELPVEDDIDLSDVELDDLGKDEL
* hit, by the source's call; ? = inconclusive; · = not tested or not shown; & = joins results of further samples. No enrichment for hits; any-hit rate near 4.2%.

SMILES | Xi reactivation | EWS-Fli block | CFTR F508del cor | DENV2 CPE rescue | ARNT TACC3 PPI | PAX8 reporter | INS-1E GSIS act | ERp5 inh
O=c1oc2ccccc2c(N2CCCC2)c1[N+](=O)[O-] | -0.1 | -8 | 2.1 | -5 | -3 | -29 | -12 | -2
COc1ccc(S(=O)(=O)NC(C(=O)NCCc2ccccn2)C(C)C)cc1 (stereo not drawn) | -0.1 | -3 | 0.5 | 5 | 1 | 9 | 14 | 1
CC(C)CC(=O)Nc1nnc(SCC(=O)Nc2ccc3c(c2)OCO3)s1 | 0.0 | · | · | · | -3 | -7 | 1 | ·
c1ccc([C@H]2CNCCN2CCc2cccc3ccccc23)cc1 | 0.1 | 14 | 4.9 | ? | 1 | 1 | -8 | 2
CC(C)n1c(O)c(N=NC(=O)CNC(=O)c2cccnc2)c2ccccc21 | 0.0 | 10 | -2.9 | 5 | -4 | 5 | -4 | -12
Cc1ccccc1C(=O)OC1OC(=O)C(Cl)=C1Nc1ccc(C(=O)O)cc1 (stereo not drawn) | 0.2 | -2 | 1.9 | -1 | 4 | -6 | 8 | 1
CCOC(=O)N1CCN(C(=O)/C=C/c2c(C)nn(-c3ccc(F)cc3)c2Cl)CC1 | -0.1 | -2 | -0.9 | 3 | -4 | 0 | 7 | 3
COc1ccc(-c2ccc3n(c2=O)C[C@H]2[C@H](CO)[C@@H](C(=O)N(C)C)[C@@H]3N2Cc2ccncc2)cc1 | 0.0 | -7 | 0.2 | 1 | 5 | 17 | -4 | 3
C[C@H](CO)N1C[C@H](C)[C@@H](CN(C)CC2CC2)Oc2c(NC(=O)C3CC3)cccc2C1=O | 0.0&1.4 | 20&-9 | 3.2&-1.3 | -6&-15 | 6 | 6&0 | 11&1 | -3&1
C#Cc1ccc(CN2CCN(CCc3ccccc3)C(CCO)C2)cc1 (stereo not drawn) | 0.0 | 9 | 1.0 | ? | 2 | -6 | 0 | 3
Cc1cc(NS(=O)(=O)c2ccc(NC(=O)COc3ccc(Br)cc3)cc2)nc(C)n1 | 0.0 | · | -0.5 | -3 | 23 | 14 | -25 | 1
Cc1ccccc1NC(=O)C(=Cc1ccc(C(=O)O)cc1)C(=O)Nc1ccccc1C | 0.2 | 54* | -6.4 | 0 | -3 | 109* | -10 | -4
CN(C(=O)CN1CCN(c2cc(-c3ccc(OCc4ccccc4)cc3)ncn2)CC1)c1ccccc1 | 0.1 | 22 | 0.4 | 1 | · | 13 | -14 | 2
CC(C)[C@H](NC(=O)[C@@H]1Cc2ccccc2CN1C(=O)OC(C)(C)C)C(=O)NCC1CCCO1 (stereo partly drawn) | 0.0 | · | 4.1 | 11 | -2 | 4 | -16 | 2
CCCn1c2ccc(F)cc2c2nnc(SCCN3CCOCC3)nc21 | 0.0 | 6 | -0.8 | 9 | 6 | -11 | 16 | 2
COc1ccc(S(=O)(=O)N(C)C[C@H]2OCCCC[C@@H](C)Oc3ccc(NS(=O)(=O)c4ccc(F)cc4)cc3C(=O)N([C@@H](C)CO)C[C@@H]2C)cc1 | 0.3 | 6 | 2.0 | -4 | 8 | 44 | 1 | -2
Cc1[nH]c2ccccc2c1C(=O)C(=O)N1c2ccccc2CC1C (stereo not drawn) | 0.2 | 7 | -1.0 | -10 | 2 | 11 | -18 | -1
CC(=O)Cn1ncc(N(C)Cc2ccccc2)c(Cl)c1=O | 0.0 | -47 | -1.2 | 7 | -17 | -40 | 10 | -14
CC1(C(=O)NS(=O)(=O)C2CC2)CCCN(C(=O)CSc2ccccc2)C1 (stereo not drawn) | 0.0 | 1 | 3.7 | 17 | · | 15 | 2 | 0
CCCNC(=O)N1CC2(CN(Cc3ccncc3)C2)c2c(n(C)c3cc(OC)ccc23)[C@H]1CO | 0.2 | -3 | 0.7 | -2 | · | · | 4 | 0
Cn1nnc(NC(=S)NC(=O)/C=C/c2ccco2)n1 | 0.0 | 2 | 2.7 | 5 | 15 | 6 | · | ·
CCOc1ncccc1C(=O)OCC(=O)NCCc1ccc(S(N)(=O)=O)cc1 | 0.3 | 6 | 4.7 | 8 | -2 | -2 | 40* | -11
O=C(C[C@@H]1CC[C@@H](NS(=O)(=O)c2ccc(F)cc2)[C@@H](CO)O1)NCc1ccncn1 | 0.1 | -6 | -1.8 | -12 | 6 | -24 | 16 | -5
O=C(N[C@H]1CC[C@@H](CCNS(=O)(=O)c2cccc(Cl)c2)O[C@H]1CO)c1ccncc1 | 0.1 | 1 | 1.9 | -4 | -15 | 1 | 6 | 12
COc1ccc(/C=C2\SC(=S)N(CCCC(=O)NC34CC5CC(CC(O)(C5)C3)C4)C2=O)cc1 | · | 32 | 0.9 | 6 | -6 | · | · | 2
CC(=O)NC[C@@H]1[C@@H](c2ccc(-c3cccnc3)cc2)[C@H](CO)N1C(=O)C1CCC1 | 0.0 | -1 | 1.9 | 31* | -1 | -16 | 4 | ·
COc1ccc(S(N)(=O)=O)cc1C(=O)NNC(=O)C1COc2ccccc2O1 (stereo not drawn) | -0.1 | -7 | 4.8 | -1 | -6 | 1 | · | 1
CCCC#Cc1ccc2c(c1)O[C@H](CN(C)Cc1ccncc1)[C@@H](C)CN([C@@H](C)CO)S2(=O)=O | -0.7 | 21 | 3.5 | 11 | 3 | · | 15 | -13
COc1ccc(CN(C)C[C@H]2OCCCC[C@H](C)Oc3ccc(NS(=O)(=O)c4cccs4)cc3C(=O)N([C@H](C)CO)C[C@@H]2C)cc1 | 0.0 | 5 | -0.6 | 13 | -17 | -9 | 1 | 6
O=C(NNC(=O)C1CC(=O)N(Cc2ccccc2)C1)c1ccc(Br)cc1 (stereo not drawn) | 0.2 | -3 | 1.1 | 7 | -2 | -6 | 5 | 0
COc1cc(CCCN2C(N)=NC[C@@H]2Cc2ccccc2)cc(OC)c1OC | 0.0 | 0 | 2.7 | · | 3 | 4 | 14 | ·
COc1ccccc1C(=O)Nc1ccc2c(c1)OC[C@@H](C)N(CC1CC1)C[C@@H](C)[C@H](OC)CN(C)C2=O | -0.4 | -10 | -0.6 | · | · | · | 2 | ·
C[C@@H]1CN([C@@H](C)CO)C(=O)c2cc(C#Cc3cccnc3)cnc2O[C@@H]1CN(C)Cc1ccncc1 | -0.1 | -12 | 3.5 | -2 | 8 | 0 | 3 | ·
COc1cccc(/C=C2\SC(=O)N(CCC(=O)NC3CCS(=O)(=O)C3)C2=O)c1 (stereo not drawn) | 0.1 | -30 | -1.3 | 0 | -2 | -15 | 5 | -6
CO[C@H]1CN(C)C(=O)c2cc(NS(=O)(=O)c3ccc(Cl)cc3)ccc2OC[C@@H](C)N(C(=O)NC(C)C)C[C@@H]1C | 0.4 | 12 | 2.2 | · | · | · | -3 | ·
Cc1cc(C(=O)COc2ccc(C#N)cc2)c(C)n1CC1CCCO1 (stereo not drawn) | -0.1 | -19 | 1.2 | 3 | · | -25 | · | 5
COc1ccccc1NC(=O)N1CC[C@@H]2[C@@H](CO)N(C)c3ccc(-c4ccc(F)cc4)cc3[C@@H]21 | 0.0 | 7 | 1.0 | 6 | 24 | 6 | 8 | -2
CCOc1ccc(C(=O)NCC(=O)N2CCCCCCC2)cc1 | 0.0 | -4 | -0.1 | 22* | 15 | 13 | -6 | -2
CCOn1c(=O)c(-c2ccc(C)cc2)[n+]([O-])c2ccccc21 | 0.3 | -5 | -0.8 | 2 | -11 | 29 | 5 | 1
Nc1nc(SCC(=O)Nc2ncc(C(F)(F)F)cc2Cl)n[nH]1 | 0.0 | 5 | 1.3 | 7 | -32 | -9 | -2 | -9
CCOc1ccc(NC(=O)CN(C)C(=O)C2CSC3(C)CCC(=O)N23)cc1OCC (stereo not drawn) | 0.0 | 1 | 0.8 | 6 | -1 | -17 | 14 | 1
Cc1ccc(C2c3c(n[nH]c3C)C(=O)N2Cc2ccccc2)cc1 (stereo not drawn) | 0.3 | -10 | 1.8 | -6 | · | -23 | -18 | 2
COCCCNC(=O)C(=O)NC1CCCCCC1 | 0.2 | 8 | · | 19 | · | -34 | 4 | 0
CCc1nc(SCc2ccccn2)[nH]c(=O)c1C | 0.0 | 2 | 1.7 | -9 | -3 | 5 | 11 | 12
Cc1noc(C)c1NC(=O)Nc1ccc2c(c1)C(=O)N([C@@H](C)CO)C[C@H](C)[C@H](CN(C)Cc1ccc(C(=O)O)cc1)OCCCC[C@@H](C)O2 | -1.0 | -2 | -1.7 | -4 | -4 | -6 | 10 | ·
CCCCCCCCN1C(=O)[C@H](CC(=O)NCc2ccc(OC)c(OC)c2)C[C@@]2(C(=O)OCC)CCC=C12 | 0.0 | 12 | 3.6 | -2 | · | 35 | 10 | -6
Cc1cccc(C(=O)NC2CCN(C(=O)Nc3ccccc3C)CC2)c1 | 0.0 | -1 | 1.2 | -1 | -9 | 7 | 6 | -2
C[C@@H]1CN([C@H](C)CO)C(=O)c2cc(NC(=O)c3ccncc3)ccc2O[C@@H]1CN(C)S(=O)(=O)c1ccc(Cl)cc1 | -0.6 | 0 | -0.9 | -2 | -1 | -14 | 0 | 2
C[C@H]1CN([C@@H](C)CO)C(=O)Cc2cc(NS(=O)(=O)c3ccc(Cl)cc3)ccc2O[C@H]1CN(C)C(=O)Nc1ccccc1 | 0.0 | -4 | 2.9 | 6 | -10 | 10 | -27 | 5
CCc1noc(C)c1C(=O)OC(C)C(=O)Nc1ccccc1OC (stereo not drawn) | 0.1 | -5 | -1.6 | -8 | -7 | 9 | 8 | -1

(listing goes on)
SMILES | Xi reactivation | EWS-Fli block | CFTR F508del cor | DENV2 CPE rescue | ARNT TACC3 PPI | PAX8 reporter | INS-1E GSIS act | ERp5 inh
CCN(CC)c1ccc(/C=N/NC(=O)C2CC2)cc1 | 0.0 | -44 | 0.0 | -3 | 1 | -70 | 3 | -8
C[C@@H]1CN([C@H](C)CO)C(=O)c2cc(NC(=O)Cc3cn(C)c4ccccc34)ccc2O[C@H]1CN(C)C | -0.1 | · | 1.4 | -2 | 3 | -3 | 20 | 7
O=C(O)/C(=C/c1ccco1)NC(=O)c1ccc(Br)o1 | 0.1 | 3 | 0.2 | 2 | 11 | -6 | 12 | 8
CCCN(C)C[C@H]1Oc2ncc(-c3ccccc3)cc2C(=O)N([C@H](C)CO)C[C@@H]1C | · | -12 | 0.0 | -5 | -6 | -3 | · | -3
CN1CCN(CCNC(=O)c2cn(Cc3ccccc3F)nn2)CC1 | -0.1 | 1 | · | 0 | · | 12 | 6 | 1
CCOc1cc(CNCCc2ccccc2)ccc1OCC(=O)NC(C)(C)C | 0.0 | · | · | · | 0 | -23 | -19 | ·
N#Cc1cccc(-c2ccc3c(c2)[C@H]2[C@H](CCN2C(=O)c2ccncc2)[C@@H](CO)N3)c1 | 0.2 | -1 | -0.8 | -3 | -4 | -9 | 3 | ·
O=C(O)COCC(=O)Nc1ccccc1-c1ccccc1 | 0.3 | 5 | 1.3 | 1 | -4 | -11 | 12 | 0
COc1ccc([C@H]2C[C@@H](n3cc(C4CC4)nn3)[C@H](O)CN2Cc2cccs2)cc1 | 0.6 | -7 | -3.9 | 35* | · | 8 | -10 | 7
O=C(Nc1cc(Cl)ccc1Oc1ccccc1)c1ccccc1F | 0.3 | · | · | · | -14 | 13 | -15 | ·
